# From PubChem BioAssay
# 14-3-3 PPI: modulators of 14-3-3 gamma protein binding, primary screen, biochemical, fluorescence polarization; inhibition, % at 40 µM; 14-3-3 protein gamma (Homo sapiens), P61981; 160,000 tested, 0.19% active; FP, 14-3-3gamma / TMR-pS259-Raf peptide binding; in the data active = inhibition above about 30%;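 note: 0% = protein plus tracer without compound and 100% = blank with tracer alone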
# Target sequence (P61981 whole entry, looked up): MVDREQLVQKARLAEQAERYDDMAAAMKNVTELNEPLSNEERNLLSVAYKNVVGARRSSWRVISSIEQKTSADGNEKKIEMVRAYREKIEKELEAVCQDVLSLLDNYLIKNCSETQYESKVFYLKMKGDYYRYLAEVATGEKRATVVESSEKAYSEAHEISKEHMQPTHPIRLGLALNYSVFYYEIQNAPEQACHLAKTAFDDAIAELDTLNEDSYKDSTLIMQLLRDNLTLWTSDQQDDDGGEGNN
# The depositor's hits bear a star; & = joins results of further samples.
SMILES,14-3-3 PPI
COc1ccc(-c2cc(C(F)(F)F)n3nc(C(=O)Nc4cc(Cl)ccc4OC)cc3n2)cc1,-9
Cc1cc(C2N(c3ccc(Cl)cc3)C(=O)N(C)C2(C)C)no1 (centres undefined),2
CC(C)OC(=O)c1c(NC(=O)c2cc(C(=O)O)nn2C)sc2c1CCCC2,-8
Cc1ccc(Nc2cc(C(=O)O)c3ccccc3n2)cc1,-7
Cc1sc(NC(=O)CSC2=NCCS2)nc1-c1ccccc1,-24
COc1ccc(Nc2cc(N3CCN(C(=O)c4ccco4)CC3)c3noc4c3c2C(=O)c2ccccc2-4)cc1,-143
CCN1CCN(C(=O)C2c3ccccc3C(=O)N3CCc4ccccc4C23)CC1 (centres undefined),-12
Fc1ccc2nc3[nH]c4ccccc4c3nc2c1,-4
CCN(CC)c1ccc(C2C3=C(CC(c4ccc(OC)cc4)CC3=O)Nc3ccccc3N2C(C)=O)cc1 (centres undefined),9
O=S1(=O)C=C(Sc2nc3cc(Cl)ccc3o2)c2ccccc21,-34&-118
C=CCN(c1ccccc1)S(=O)(=O)c1ccc2c(c1)CCN2C(C)=O,-7
CCc1ccccc1NC(=O)CCn1c(=S)oc2ccccc21,-3
COc1ccc(N2C(=O)CCC(C(=O)N3CCOCC3)C2c2ccc(F)cc2)cc1 (centres undefined),3
COc1ccc(Nc2ncc(C(=O)Nc3cnc4ccccc4c3)c3ccccc23)cc1,-12
O=c1nc(Sc2ccccc2)nc(N2CCOCC2)[nH]1,-6
Cc1cc(C)c2c(n1)nn1c(C3CC3)cc(C(F)(F)F)nc21,-12
CCOC(=O)COn1c2c(c3c4no[n+]([O-])c4ccc31)CCCC2,-6
O=C(NC1CC2CCCC(C1)N2C1CC1)NC12CC3CC(CC(C3)C1)C2 (centres undefined),-2
CC(=O)Nc1ccc(S(=O)(=O)NCC2CCC(C(=O)NC3CCCCCC3)CC2)cc1 (centres undefined),-5
Cc1ccc(C(=O)c2ccc(Br)cc2)cc1S(=O)(=O)Nc1ccc(Cl)cc1,-5
COc1ccc2cc(C(N)=O)c(=Nc3cccc(C#N)c3)oc2c1,-6
COc1ccc(CCNC(=O)C(=O)Nc2ccc(Cl)cc2)cc1,-2
O=C(C1CCC(Cn2c(=S)[nH]c3ccccc3c2=O)CC1)N1CCN(c2ccc(F)cc2)CC1 (centres undefined),-7
O=C(CN1CCN(CCC(=O)Nc2ccccc2F)CC1)Nc1ccc(Br)cc1,-2
COc1ccccc1NC(=O)C1=C(C)Nc2nc3ccccc3n2C1c1cccc(OC)c1OC (centres undefined),-5

# Ordered by length of the SMILES (ascending): 18 of the compounds above
SMILES,14-3-3 PPI
Fc1ccc2nc3[nH]c4ccccc4c3nc2c1,-4
O=c1nc(Sc2ccccc2)nc(N2CCOCC2)[nH]1,-6
CCc1ccccc1NC(=O)CCn1c(=S)oc2ccccc21,-3
COc1ccc(CCNC(=O)C(=O)Nc2ccc(Cl)cc2)cc1,-2
O=S1(=O)C=C(Sc2nc3cc(Cl)ccc3o2)c2ccccc21,-34&-118
COc1ccc2cc(C(N)=O)c(=Nc3cccc(C#N)c3)oc2c1,-6
Cc1cc(C)c2c(n1)nn1c(C3CC3)cc(C(F)(F)F)nc21,-12
C=CCN(c1ccccc1)S(=O)(=O)c1ccc2c(c1)CCN2C(C)=O,-7
O=C(CN1CCN(CCC(=O)Nc2ccccc2F)CC1)Nc1ccc(Br)cc1,-2
CCN1CCN(C(=O)C2c3ccccc3C(=O)N3CCc4ccccc4C23)CC1 (centres undefined),-12
CC(C)OC(=O)c1c(NC(=O)c2cc(C(=O)O)nn2C)sc2c1CCCC2,-8
COc1ccc(Nc2ncc(C(=O)Nc3cnc4ccccc4c3)c3ccccc23)cc1,-12
COc1ccc(N2C(=O)CCC(C(=O)N3CCOCC3)C2c2ccc(F)cc2)cc1 (centres undefined),3
COc1ccccc1NC(=O)C1=C(C)Nc2nc3ccccc3n2C1c1cccc(OC)c1OC (centres undefined),-5
COc1ccc(-c2cc(C(F)(F)F)n3nc(C(=O)Nc4cc(Cl)ccc4OC)cc3n2)cc1,-9
O=C(C1CCC(Cn2c(=S)[nH]c3ccccc3c2=O)CC1)N1CCN(c2ccc(F)cc2)CC1 (centres undefined),-7
CCN(CC)c1ccc(C2C3=C(CC(c4ccc(OC)cc4)CC3=O)Nc3ccccc3N2C(C)=O)cc1 (centres undefined),9
COc1ccc(Nc2cc(N3CCN(C(=O)c4ccco4)CC3)c3noc4c3c2C(=O)c2ccccc2-4)cc1,-143

# Following part.
SMILES,14-3-3 PPI
COc1ccccc1-c1nc(C#N)c(N2CCc3ccccc3C2)o1,4
CCc1ccc(-c2cc(C(=O)NC(C)(C)C)c3ccccc3n2)cc1,-7
O=C(NCCCN1CCOCC1)c1ccc(Br)s1,1
COc1ccc2c(c1OC)C(=O)N(c1ccc(OC(F)(F)F)cc1)C2,-3
COc1ccc(Br)cc1C1C(C(=O)OC2CC(C)CCC2C(C)C)=C(C)Nc2ncnn21 (centres undefined),-5
Cc1ccc2c(c1)N(C(C)C(=O)N1CCCC1)C(=O)CO2 (centres undefined),2
CCOC(=O)C1CCN(CCC(=O)Nc2cccc(Cl)c2)CC1,-4
CCOc1cccc2c1OC(c1cccc(OC)c1)N1N=C(c3ccco3)CC21 (centres undefined),-20
C=CCNc1nc(C2(C)CC3(CC(C)(C)OC3=O)C(=O)O2)cs1 (centres undefined),1&-1
Cc1c(C(=O)O)oc2ccc(S(=O)(=O)N(CCc3ccccc3)Cc3ccccc3)cc12,7
Cc1cc(NC(=O)CN2C(=O)C3CC=CCC3C2=O)no1 (centres undefined),-4
O=C(CSc1nnnn1-c1ccc2c(c1)OCO2)Nc1ccc(OC(F)(F)Cl)cc1,-3
Cc1ccc(S(=O)(=O)c2nc(S(C)(=O)=O)sc2NCC2CCCO2)cc1 (centres undefined),1
COCCN1C(=O)c2ccccc2C(C(=O)Nc2cccc(C(F)(F)F)c2)C1c1cn(C)c2ccccc12 (centres undefined),-4
Cc1ccccc1-c1nc2cc(N=CC=Cc3ccc4c(c3)OCO4)ccc2o1,-139
CC(C)COC(=O)C(N)C(C(=O)OCC(C)C)c1ccccc1 (centres undefined),-1
Cc1ccc(C(=O)NCCNC(=O)CN2CCOCC2)cc1,-2&0
COc1ccc(CCNC(=O)Cn2c(=O)n(-c3cccc(C(F)(F)F)c3)c(=O)c3sccc32)cc1OC,-3
CN(C)c1ccc(C2C3=C(CC(c4ccc(Cl)cc4)CC3=O)Nc3ccccc3N2C(=O)CCC(=O)O)cc1 (centres undefined),6
O=C(NCc1cccc(Cl)c1)c1ccco1,-9
Cc1cccc(C(C)(C)C)c1Sc1cc(N(C)CCO)c([N+](=O)[O-])c2nonc12,-22
Cn1c(=NC(=O)c2ccc(S(=O)(=O)N3CCCC3)cc2)sc2cccc(Cl)c21,-8
CN(C1CCCCC1)S(=O)(=O)c1ccc(C(=O)Nc2nnc(-c3ccc(Cl)s3)o2)cc1,-6
O=C(CN(CCc1ccccc1)C(=O)CNS(=O)(=O)c1ccc(F)cc1)NCC1CCCO1 (centres undefined),-2
COc1cccc(-c2nn(C)c3sc(C(=O)NCc4ccc5c(c4)OCO5)cc23)c1,-4

# Remaining list, next part
SMILES,14-3-3 PPI
Cn1c(SCC(=O)NC2CCCCC2)nnc1-c1cc2cc(Cl)ccc2o1,-4
Cc1sc2ncnc(N3CCN(Cc4ccc5c(c4)OCO5)CC3)c2c1C,-15
Cc1c(NC(=O)CN(c2cc(C(F)(F)F)ccc2Cl)S(C)(=O)=O)c(=O)n(-c2ccccc2)n1C,0
Cc1cccc(C)c1NC(=O)CN1C(=O)C(=O)c2ccccc21,-13
CS(=O)(=O)N1CCc2cc(S(=O)(=O)Nc3ccc4c(c3)OCCO4)ccc21,-1
CN(Cc1ccccc1)C(=O)c1ccc(N2CC3CC(C2)c2cccc(=O)n2C3)c(NC(=O)c2ccccc2Br)c1 (centres undefined),-11
O=C(O)COc1ccc2c(c1)OCCO2,2
O=c1c2cc([N+](=O)[O-])ccc2nc(CN2CCN(c3ccccc3)CC2)n1-c1ccccc1F,0
CCCSc1nnc2c(n1)OC(c1cccs1)Nc1ccccc1-2 (centres undefined),-1
c1ccc2[nH]c(SN3CCOCC3)nc2c1,3&1
CC1=C(C(=O)OC2CCCCC2)C(c2cccc(Cl)c2)n2ncnc2N1 (centres undefined),7
CCOC(=O)c1ccc(NC2c3ncccc3C(=O)N2Cc2ccc(F)cc2)cc1 (centres undefined),-3
COC(=O)c1cc(S(=O)(=O)N2CCC(C)CC2)ccc1F,-3&0
CCNS(=O)(=O)c1cc(-c2nnc(OC)c3ccccc23)ccc1C,-16
CCN(CCCNC(=O)C1CCN(S(=O)(=O)c2cnc[nH]2)CC1)c1ccccc1,0
CCC(C)NC(=O)C(NS(=O)(=O)c1ccc2c(c1)c(=O)n(C)c(=O)n2C)c1ccccc1 (centres undefined),0
Nc1cc(N)cc(C(=O)OCc2nc3cc4ccccc4cc3[nH]2)c1,-90
COc1ccc(N2C(=O)CCC(C(=O)Nc3ccc4c(c3)OCCO4)C2c2ccc(F)cc2)cc1 (centres undefined),-20
CCOc1ccc(OCC)c(NC(=O)C2C3C=CC(O3)C2C(=O)NCc2ccco2)c1 (centres undefined),-7
COc1ccc(-n2c(CNC(=O)COc3ccc(Cl)cc3)n[nH]c2=S)cc1,12
CC(c1ccccc1)n1cc(C(=O)NCCN2CCOCC2)nn1 (centres undefined),0
Cc1c(Cl)cccc1N1CC(C(=O)Nc2nccs2)CC1=O (centres undefined),-3
COc1ccc(-n2c(SCC(=O)Nc3cccc(Cl)c3)nc3c([nH]c4ccccc43)c2=O)cc1,-4
COCCCNC(CC(=O)Nc1ccccc1C(=O)OC)C(=O)O (centres undefined),2
COC(=O)c1ccc(NC(=O)COc2ccc(C(C)C)c(C)c2)cc1,-2

# (next part)
SMILES,14-3-3 PPI
CCC(=O)N1c2ccccc2NC2=C(C(=O)CCC2)C1c1ccc([N+](=O)[O-])cc1 (centres undefined),-8
CC1=CC(c2ccccc2)n2nc(NS(=O)(=O)c3ccc(C)cc3)nc2N1 (centres undefined),1
CC(C(=O)N1CCN(C)CC1)N1C(=O)c2ccccc2C1=O (centres undefined),-9
Cc1cc(C)c2c(=O)[nH]c(SCC(=O)c3ccc(C(C)C)cc3)nc2n1,-3
CCOC(=O)N1CCC(NC(=O)C2CCN(S(=O)(=O)c3c(C)noc3C)CC2)CC1,0
COC(=O)CCCC(=O)Nc1ccc(I)cc1,-3
COc1ccc2nc(N3CCC(C(=O)NC(C)C)CC3)sc2c1,1
O=C(CSc1oc(-c2ccco2)nc1S(=O)(=O)c1ccc(F)cc1)c1ccc(Cl)cc1,-340
O=C1C2C3c4ccccc4C(CO)(c4ccccc43)C2C(=O)N1c1ccc([N+](=O)[O-])cc1 (centres undefined),-21
CCC(CC)C(=O)Nc1cccc(C(=O)N2CCOCC2)c1,-6
COC(=O)c1cc(=O)nc2scc(C)n12,6
CCOC(=O)C1Cc2cc3c(cc2C1=O)CC(C(=O)OCC)C3=O (centres undefined),-19
CCCOc1ccc(C(CC(=O)O)NS(=O)(=O)c2ccc(NC(C)=O)cc2)cc1 (centres undefined),-9
COc1ccc(NC(=O)C2CCN(c3cc(C)nc(-c4ccccc4)n3)CC2)cc1,-7
CCC1CCCCN1C(=O)c1cc2c(=O)n3cccc(C)c3nc2s1 (centres undefined),-7
CCCCC(O)(C(NC=O)C(=O)OC)C(F)(F)F (centres undefined),5
CN(CCc1ccccn1)Cc1ccc(Cl)cc1Cl,2
CCOC(=O)Cn1c2c(c(=N)c3c1CCC3)CCCC2,1
CCCCN(C(=O)NC(=O)Nc1ccccc1)S(C)(=O)=O,5
CCOC(=O)c1sc(-c2ccccc2)cc1NC(=O)c1cc2ccccc2cc1OC,-6
COc1ccc(C2C(C(=O)OC3CCCCC3)=C(C)NC3=C2C(=O)CCC3)c(OC)c1 (centres undefined),-8
CCCN(c1ccc(C(C)C)cc1)S(=O)(=O)c1c(C)noc1C,-3
COc1ccc(-n2nnnc2SC(C)C)cc1,12
Clc1ccc(N2COc3cc4c(cc3C2)OCO4)cc1,-4
C=CCn1c(=O)c(C(=O)NCCc2ccccc2)c(O)c2ccccc21,-6

# (list continues)
SMILES,14-3-3 PPI
Cc1noc(C)c1CSc1cc(C)c2ccccc2n1,-6
CCOC(=O)c1nnn(-c2nonc2N)c1-c1ccccc1,3
COc1cc2c(cc1NC(=O)c1c(OC)cccc1OC)oc1ccccc12,-13
Cc1cc(C)c2oc(-c3cccc(NC(=O)c4ccccc4F)c3)nc2c1,-11
Cc1sc2ncn(CC(=O)N3CCC(Cc4ccccc4)CC3)c(=O)c2c1S(=O)(=O)N1CCOCC1,-3
Cc1ccc(OCCN2CCN(CC(O)Cn3c4ccccc4c4ccccc43)CC2)cc1 (centres undefined),5
Cc1ccc(S(=O)(=O)Nc2ccc3oc4ccccc4c3c2)cc1[N+](=O)[O-],-9
O=C1C2C3CC(C2C(=O)N1c1cccc(C(F)(F)F)c1)C1C(c2ccc(O)cc2)c2sc(=O)[nH]c2SC31 (centres undefined),-1
CCCN(c1nc(C)c(Cl)c(OC)n1)S(=O)(=O)c1ccc(C)cc1,-25
COc1ccc(OC)c(NS(=O)(=O)c2ccc3c(c2)CCC(=O)N3)c1,-20&-41
COc1ccc(-n2c(Cc3cccn3C)nnc2SCC(=O)N2CCC(C)CC2)cc1,-2
Cc1ccc(NC(=O)Cn2c3ccccc3c(=O)c3cc([N+](=O)[O-])ccc32)cc1F,-26
O=C(CCCc1nc(-c2ccccc2)no1)Nc1cccnc1,-4
Fc1cccc2c1NC(c1ccc(Cl)cc1)C1CC=CC21 (centres undefined),-143
COc1ccc(-c2nn(C)c(=O)c3ccccc23)cc1NS(=O)(=O)c1ccc(Cl)cc1,-2
CC1=C(C(=O)Nc2cccc(C)n2)C(c2ccc(F)cc2)C2=C(CCCC2=O)N1 (centres undefined),4
Cc1ccc(-n2nc(C(=O)N3CCC(N4CCCCC4)CC3)c3c4ccccc4n(C)c3c2=O)cc1,1
COc1ccc(S(=O)(=O)N(C)CC(=O)Nc2ccccc2C(F)(F)F)cc1,0
c1ccc(-c2nnc3ccc(N4CCC5(CC4)OCCO5)nn23)cc1,-5
O=[N+]([O-])c1ccc2c(c1)C1C=CCC1C(c1ccc(F)cc1)N2 (centres undefined),-7
Cc1cccn2c(=O)c3cc(C(=O)NC4CCCC4)c(=N)n(CC4CCCO4)c3nc12 (centres undefined),-10
CC(=O)N=C(N)Sc1nc2ccccc2[nH]1,0

# A portion of the library; count on the stated rates, not on these rows.
